PfHsp90 set2: inhibits growth of yeast expressing Plasmodium falciparum Hsp90. inhibition, % at 9.4 µM. S. cerevisiae expressing PfHsp90, BacTiter-Glo ATP, 48 h; yeast lacking PDR1 and PDR3 efflux regulators. hit rate 0.32% among 310,000;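 active = every replicate shows inhibition above about 80%, whatever the replicate mean, limit read from the data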;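 note: 0% = DMSO neutral controls and 100% = 20 µM radicicol positive controls; yeast relying on Plasmodium falciparum Hsp90 in place of its own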
CAL PDZ FP-1: CAL PDZ (human) peptide binding inhibition; inhibition, % at 24.9 µM; AID 602252; hit rate 0.92% among 300,000; purified CAL PDZ, TMR-peptide fluorescence polarization, 1 h;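 active = mean inhibition of at least 30% with at least half of replicates also reaching 30%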;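 note: 0% = DMSO neutral control and 100% = excess unlabeled competitor peptide PRC23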
MITF TRPM1 HTS: activators of MITF-driven TRPM1 promoter activity in SK-MEL-5 cells; SK-MEL-5 TRPM1-promoter luciferase, 24 h; % of positive control, neutral wells = 0; activation, % at 12.5 µM; hit rate 0.75% among 300,000;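 active = mean activation of at least 80% with every replicate also reaching 80%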;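 note: 0% = neutral control wells and 100% = parthenolide positive control wells; values of inactives mirror those of a sister screen read the other way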
CAL PDZ FP-2: blocks peptide binding to human CAL PDZ domain; inhibition, % at 20 µM; hit rate 0.02% among 330,000; AID 504414; Q9HD26; purified CAL PDZ, TMR-peptide fluorescence polarization, 1 h;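 active = highest replicate inhibition of at least 40%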;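 note: plate controls were DMSO neutral control wells for no effect and unlabeled competitor peptide control wells for full effect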
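material = purified tagged CAL PDZ domain construct (CerCALP) | compound dosing = 20 µM, one dose | times = 1 h at RT | measured by = fluorescence polarization from S- and P-plane intensities, G-factor corrected | read-out = inhibition from polarization loss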
dFosB act: enhances mouse delta FosB homodimer DNA binding; purified delta FosB, TAMRA-CDK5 oligo fluorescence polarization; percent of positive-control signal above neutral wells; activation, % at 25 µM; hit rate 0.99% among 340,000;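 active = mean activation above about 17%, with every replicate also reaching it, limit read from the data, passing the limit was not always enough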;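 note: fluorescence polarization rise as delta FosB binds a TAMRA Cdk5 AP-1 oligo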
Target sequence (P13346 whole entry, looked up): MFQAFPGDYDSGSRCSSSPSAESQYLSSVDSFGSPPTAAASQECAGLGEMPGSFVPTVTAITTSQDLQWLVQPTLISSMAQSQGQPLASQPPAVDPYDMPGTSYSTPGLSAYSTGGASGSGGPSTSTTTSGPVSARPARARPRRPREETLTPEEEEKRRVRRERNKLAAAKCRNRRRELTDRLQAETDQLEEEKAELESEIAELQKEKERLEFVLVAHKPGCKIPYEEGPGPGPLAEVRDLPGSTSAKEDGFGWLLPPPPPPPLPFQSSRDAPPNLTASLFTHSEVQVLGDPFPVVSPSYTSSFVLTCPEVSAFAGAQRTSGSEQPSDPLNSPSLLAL
Rtt109 HAT inh: C. albicans Rtt109 histone acetyltransferase inhibition; inhibition, % at 34.9 µM; Q5AAJ8; hit rate 0.16% among 330,000; purified Rtt109/Vps75, ThioGlo CoA-SH fluorescence, 4 h;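 active = inhibition of at least 50% in every replicate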
Target sequence (Q5AAJ8 whole entry, looked up): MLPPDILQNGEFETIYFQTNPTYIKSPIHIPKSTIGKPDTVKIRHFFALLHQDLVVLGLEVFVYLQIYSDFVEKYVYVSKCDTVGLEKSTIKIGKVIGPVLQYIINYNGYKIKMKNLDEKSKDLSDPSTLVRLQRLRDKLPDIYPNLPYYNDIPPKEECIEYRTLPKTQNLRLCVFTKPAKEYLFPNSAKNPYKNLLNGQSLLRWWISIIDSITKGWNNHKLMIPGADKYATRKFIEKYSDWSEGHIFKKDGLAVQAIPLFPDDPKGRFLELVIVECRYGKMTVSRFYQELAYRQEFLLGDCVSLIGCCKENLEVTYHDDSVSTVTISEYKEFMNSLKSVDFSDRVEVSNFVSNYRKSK
NSD2 inh: NSD2 (human) methyltransferase inhibition; O96028; hit rate 0.54% among 310,000; inhibition, % at 12.5 µM; NSD2 peptide methylation, AlphaScreen, 120 min; in the data active = inhibition above about 50%
SR-BI DiI inh: mouse SR-BI HDL lipid transfer inhibition; Q61009; inhibition, % at 12.5 µM; AID 488896; ldlA[mSR-BI] CHO cells, DiI-HDL uptake fluorescence, 3 h; hit rate 0.96% among 320,000;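 active = mean replicate inhibition of at least 70% and a set share of replicates each scoring 70 or more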;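 note: 0% = median of neutral control wells and 100% = median of positive control wells; values of inactives mirror those of a sister screen read the other way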
PvdQ inh: P. aeruginosa PvdQ acylase inhibition; purified PvdQ acylase, fluorescence plate reader; inhibition, % at 10 µM; hit rate 0.063% among 340,000; AID 488965; in the data active = inhibition above about 30%, passing the limit was not always enough;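 note: 0% = vehicle neutral wells and 100% = reference inhibitor wells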
SR-BI uptake up: activators of SR-BI mediated HDL lipid uptake; CHO ldlA[mSR-BI] cells, DiI-HDL uptake fluorescence, 3 h; 100 = double the neutral-control signal; activation, % at 12.5 µM; hit rate 0.096% among 320,000; AID 504775;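 active = mean replicate activation of at least 60% and every replicate at or above 60%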;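 note: 0% = median plate neutral-control signal and 100% = twice that signal; values of inactives mirror those of a sister screen read the other way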
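Test system: SR-BI-overexpressing, LDLR-lacking CHO cells; Medium: Ham's F12 with 0.5% BSA, HEPES 25 mM, pH 7.4; Schedule: 3 h, 37 °C; Technique: bottom-read fluorescence, 550/595 nm.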
Starred values were filed as active, the others as inactive; nt = not tested or not shown.

SMILES	PfHsp90 set2	CAL PDZ FP-1	MITF TRPM1 HTS	CAL PDZ FP-2	dFosB act	Rtt109 HAT inh	NSD2 inh	SR-BI DiI inh	PvdQ inh	SR-BI uptake up
COCC(=O)n1nc(-c2ccccc2)nc1NCc1ccc(N(C)C)cc1	13	-6	46	-1.3	-6	5	3	-16	-6	16
O=C(Nc1ccccc1)/C(=C\c1ccc2c(c1)OCO2)NC(=O)c1ccco1	2	-1	4	-3.4	-9	28	0	-12	9	12
O=S1(=O)CCN=C2SC3=C(CCCC3)N21	7	-2	13	-3.0	0	12	nt	-2	0	2
N=c1ccn(Cc2ccc(Cl)cc2)cc1	nt	-5	-27	-0.4	-1	10	4	-6	12	6
Cc1ccc(CSCC2Nc3ccc(C(=O)N4CCN(c5ccc(F)cc5)CC4)cc3NC2=O)cc1 (stereo unspecified)	30	5	-15	-2.2	-11	4	-1	46	-7	-46
COc1ccc(S(=O)(=O)NCC(c2cccnc2)N2CCN(Cc3ccccc3)CC2)cc1 (stereo unspecified)	-17	-4	0	-0.2	-8	10	39	-20	-12	20
COc1cccc(C(=O)NCCN2C(=O)S/C(=C/c3cccs3)C2=O)c1OC	2	-4	6	-0.8	-5	-5	4	-11	-14	11
O=C(CSc1nnc(NC(=O)c2ccc(F)cc2)s1)NC1CC1	7	-5	33	-2.6	-1	-3	-2	3	-12	-3
CCOc1ccccc1CN1CCNC(=O)C1CC(=O)NC1CCCCC1 (stereo unspecified)	-4	-1	-5	-0.6	1	-6	-6	-27	1	27
O=C(NCc1ccco1)C1CCN(c2nc3ccccc3n2Cc2ccc(F)cc2)CC1	5	nt	2	-0.2	-2	20	nt	nt	1	nt
COc1cc(NC(=O)C2CC(c3c(F)cccc3Cl)=NO2)cc(OC)c1OC (stereo unspecified)	13	2	2	0.5	1	3	16	-5	-2	5
COC(CNC(=O)CNC(=S)N(Cc1ccccc1)Cc1cccnc1)OC	7	84*	9	1.2	-2	-5	-13	-32	-16	32
O=C(O)CNC(=O)CCN1C(=O)c2ccccc2C1=O	2	-3	4	nt	-1	-1	-3	-12	-25	12
COC(=O)c1ccccc1NC(=O)c1ccc2nccnc2c1	1	-1	10	-1.3	11	-10	-2	42	-8	-42
COc1ccc(CN(C)CC2CCCN(CCc3ccccc3C)C2)cc1O (stereo unspecified)	7	nt	10	0.3	-8	0	10	-22	-10	22
Cc1cccc(C)c1Nc1c(-c2ccc(N3CCOCC3)cc2)nc2cnccn12	-19	-7	1	-1.8	-8	3	-18	-1	0	1
O=C(Nc1cccnc1)Nc1ccc(Br)cc1Cl	nt	-4	21	-6.2	-8	6	-1	-1	1	1
O=C(CN1CCN(c2nc(-c3ccccc3)cs2)CC1)NNC(=O)c1ccco1	4	-1	3	-0.1	3	-2	5	8	-12	-8
CN(c1ccccc1)S(=O)(=O)c1ccc(Cl)c(C(=O)OCC(=O)NCc2ccco2)c1	12	6	0	-0.4	-14	12	2	22	-13	-22
COc1ccccc1C(=O)Nc1ccc2c(c1)CCCN2C(=O)c1cccs1	13	3	8	-2.4	-8	-3	20	21	-4	-21
COc1ccc(C2CC(=O)C=C(NCc3ccc4c(c3)OCO4)C2)cc1 (stereo unspecified)	-3	28	nt	-1.7	-11	4	-2	-15	-10	15
Cc1ccc(-c2nn3c(C)nnc3c3ccccc23)cc1S(=O)(=O)NCc1ccco1	15	-2	-3	-8.8	-22	nt	-5	26	-16	-26
COc1ccc(CNC(=O)c2ccccc2SC)cc1	17	7	-7	-0.4	6	-2	-1	3	4	-3
COc1ccccc1N1CCN(C(=O)COc2cc(C)cc3oc(=O)cc(C)c23)CC1	17	-3	5	0.4	-11	15	-2	19	6	-19
CCn1c(-c2ccccc2Cl)nn(CC(=O)Nc2ccccc2OC)c1=S	0	7	-17	0.8	-6	-7	-4	-1	-7	1
CCCN1CCN(C(=O)Nc2ccc(C(=O)OCC)cc2)CC1	-20	-1	33	-1.2	-1	2	8	-16	-14	16
CC1(C)Oc2cc(N)c([N+](=O)[O-])cc2O1	6	6	12	-0.5	2	-9	4	-11	6	11
O=C(CNC(=O)c1ccccc1F)OC(C(=O)Nc1cc(C(F)(F)F)ccc1Cl)c1ccccc1 (stereo unspecified)	-11	0	nt	0.9	8	12	-2	5	-6	-5
CCOC(=O)c1sc(NC(=O)OC)c(C(=O)OC)c1C	-14	5	-3	-1.1	-13	-19	-5	8	-4	-8
CC(=O)c1ccc(NC(=O)C2CCCNC2=O)cc1 (stereo unspecified)	nt	-3	-5	-2.8	-1	0	1	-15	-12	15

One compound at a time, as listed above. Screens in order: PfHsp90 set2, CAL PDZ FP-1, MITF TRPM1 HTS, CAL PDZ FP-2, dFosB act, Rtt109 HAT inh, NSD2 inh, SR-BI DiI inh, PvdQ inh, SR-BI uptake up
`CCn1c(-c2ccccc2Cl)nn(CC(=O)Nc2ccccc2OC)c1=S` reads 0, 7, -17, 0.8, -6, -7, -4, -1, -7, 1
`COc1ccc(CNC(=O)c2ccccc2SC)cc1` reads 17, 7, -7, -0.4, 6, -2, -1, 3, 4, -3

Next part.
SMILES	PfHsp90 set2	CAL PDZ FP-1	MITF TRPM1 HTS	CAL PDZ FP-2	dFosB act	Rtt109 HAT inh	NSD2 inh	SR-BI DiI inh	PvdQ inh	SR-BI uptake up
COc1ccc(Br)cc1/C=N/NC(=O)c1ccco1	29	-4	3	-0.9	-19	-3	-1	31	-14	-31
COc1ccc(NC(=S)NCCCN2CCN(C3CCCCC3)CC2)cc1	-107	-1	-8	-1.9	-2	1	0	2	-6	-2
CCCOc1ccc(CNC(=O)Cn2ncc3ccccc32)cc1	-4	-6	27	0.0	-5	-11	0	5	-11	-5
COc1cc(C(=O)NCCC2=CCCCC2)ccc1OC1CCN(C(C)=O)CC1	3	-2	0	-1.4	-12	11	-3	17	2	-17
COc1ccc(-c2oc3ccc(-c4cc(OC)c(OC)c(OC)c4)cc3c2C#Cc2ccsc2)cc1	3	-2	7	0.0	-4	3	nt	69	-16	-69
COc1ccc(C2C3=C(CCCC3=O)N(CC(=O)O)C3=C2C(=O)CCC3)cc1Cl	23	nt	-6	0.3	-1	11	2	-10	-13	10
O=C(C1CCC(CNc2c(N3CCCCC3)c(=O)c2=O)CC1)N1CCN(C2CCCCC2)CC1 (stereo unspecified)	5	0	-1	-1.3	0	-3	-3	-8	-8	8
CCC(C)N1CC(C(=O)NC2CCCCC2)CC1=O (stereo unspecified)	3	-3	10	-0.2	-3	-17	0	-29	-8	nt
COc1cccc(-n2cc(C(=O)NC(C)C)c3ccccc3c2=O)c1	17	-1	0	-0.3	-4	-2	0	-4	-11	4
COCCNc1nc(N)c([N+](=O)[O-])c(NCc2ccccc2)n1	0	-4	4	-1.1	4	nt	-7	2	-6	-2
Cc1cc(NC(=O)c2nn(C)c(C)c2[N+](=O)[O-])no1	5	nt	7	-0.3	-2	2	9	-2	-13	2
CCCCC(=O)Nc1ccc(N2CCN(C(=O)c3ccco3)CC2)cc1	-7	1	10	-2.2	-3	2	-1	4	3	-4
CCOC(=O)C1CCN(C(=O)CNC(=O)c2nn(-c3ccc(OC)c(OC)c3)c(=O)c3ccccc23)CC1	-11	3	18	-0.8	-7	2	nt	nt	-10	nt
COc1ccc(CCNC(=O)c2ccc(N(C)S(=O)(=O)c3ccc(C)cc3)cc2)cc1OC	32	1	0	-2.7	-9	6	-3	74*	-9	-74
CCn1c(CNC(=O)Cc2ccc(OC)cc2)nnc1SCC(=O)c1ccc(Br)cc1	-2	nt	-3	-1.0	-1	3	3	43	4	-43
CCCOc1ccc(/C(O)=C2/C(=O)C(=O)N(CCCOC)C2c2ccncc2)cc1 (stereo unspecified)	21	-2	4	-1.0	2	15	-3	-14	3	14
Cc1c(C(=O)c2ccc([N+](=O)[O-])cc2)c(=O)n(C)c(=O)n1C	-4	-2	-15	-1.7	0	-2	1	-3	-11	3
CCC1CCCCN1C(=S)NC1CCCCC1 (stereo unspecified)	9	-1	-14	-0.4	5	-2	-1	15	-7	-15
CN(c1ccccc1)S(=O)(=O)c1cccc(C(=O)N2CCCCCC2)c1	5	39*	-6	-1.2	-4	-4	0	5	-4	-5
Cc1ccc(S(=O)(=O)Nc2nnc(C(C)(C)C)s2)cc1	12	-6	9	1.0	7	0	-3	-36	-16	36
CSc1ccc(CNC(=O)c2ccc(NC(=O)C3=CSCCO3)cc2)cc1	-14	0	10	-1.4	9	-2	-6	-7	-12	7
Cc1ccsc1/C=N/Nc1nc2ccccc2s1	-49	-2	39	0.6	8	-2	0	19	9	-19
Cc1cc(C)c2c(c1)NC(=O)C2(O)CC(=O)c1cccs1 (stereo unspecified)	14	-3	8	nt	0	-2	-2	-14	7	14
Cc1cc(C)n(-c2ccc(N3CCOCC3)nn2)n1	4	-3	-9	-0.1	4	-4	1	-25	1	25
Cc1ccccc1C(=O)NCC(=O)NC1CC1	16	-1	4	-2.2	-2	-8	-2	0	-13	0
CC(C)(C)c1ccc(C(=O)N2CCCC2c2cccs2)cc1 (stereo unspecified)	5	1	1	-2.9	-12	-2	20	28	-8	-28
CSc1cccc(CNC(=O)C2CCC(=O)N(CCc3ccccn3)C2)c1 (stereo unspecified)	3	-7	-5	-2.0	2	-10	-3	-11	-10	11
COC(=O)c1ccsc1NC(=O)CCS(=O)(=O)c1ccccc1	4	-4	-3	-2.3	-6	7	0	-3	-11	3
O=C(CN(c1ccc(Cl)c(C(F)(F)F)c1)S(=O)(=O)c1ccccc1)N1CCOCC1	-1	-4	2	-3.5	-6	10	-2	-17	-24	17
COc1ccc(CC(=O)Nc2ccccc2N2CCCC2)cc1OC	4	4	4	1.2	-3	1	1	-11	0	11

6 compounds from above, reduced to PvdQ inh.
compound	PvdQ inh
Cc1ccsc1/C=N/Nc1nc2ccccc2s1	9
Cc1cc(C)c2c(c1)NC(=O)C2(O)CC(=O)c1cccs1 (stereo unspecified)	7
Cc1cc(C)n(-c2ccc(N3CCOCC3)nn2)n1	1
Cc1ccccc1C(=O)NCC(=O)NC1CC1	-13
CC(C)(C)c1ccc(C(=O)N2CCCC2c2cccs2)cc1 (stereo unspecified)	-8
CSc1cccc(CNC(=O)C2CCC(=O)N(CCc3ccccn3)C2)c1 (stereo unspecified)	-10

Other entries
SMILES	PfHsp90 set2	CAL PDZ FP-1	MITF TRPM1 HTS	CAL PDZ FP-2	dFosB act	Rtt109 HAT inh	NSD2 inh	SR-BI DiI inh	PvdQ inh	SR-BI uptake up
O=C(NCC(=O)N(CC1CCCO1)C(C(=O)NC1CCCC1)c1ccc(F)cc1)c1ccco1 (stereo unspecified)	10	-1	nt	-1.8	-9	-2	-5	-20	-12	20
O=S1(=O)N=C(Nc2ccc(O)cc2)c2ccccc21	0	-1	-4	-1.2	-5	nt	2	4	10	-4
Cc1ccc(Oc2ccc(NC(=O)c3ccco3)cc2)cc1	5	-7	43	-0.1	-4	15	-3	4	10	-4
CCOc1cccc(C(=O)NNC(=O)CCC(=O)O)c1	1	-3	-17	-1.0	5	8	10	-7	-2	7
Cc1ccc2nc(SCC(=O)Nc3ccc4c(c3)OCCO4)[nH]c2c1	0	6	1	-3.4	-5	9	2	-3	-1	3

Hits appear at their usual frequency; overall some 4.3% were active at least once.
